Assay outcomes deposited in PubChem by several laboratories.
GPR35 arrestin U2OS = GPR35 antagonists blocking zaprinast-driven arrestin recruitment, primary screen, imaging, U2OS, beta-arrestin-GFP, zaprinast agonist (AID 2058); U2OS GPR35 beta-arrestin-GFP translocation imaging, zaprinast antagonism; higher % means a stronger effect; one-dose inhibition, % at 10 µM; IC50 in µM for titrated hits; actives 0.052% (n = 290,000);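 active = inhibition of at least 50% with at least 30 cells and total cytoplasm GFP at most 10,000,000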
KOR beta-arrestin-1 = KOR agonists, beta-arrestin recruitment, primary screen, cell-based, luminescence, uHTS (AID 1777) | Kappa-type opioid receptor (Homo sapiens) | KOR beta-arrestin recruitment, luminescence; higher % means a stronger effect | one-dose activation, % at 10 µM; EC50 in µM for titrated hits | actives 0.02% (n = 280,000); in the data active = activation above about 50%, passing the limit was not always enough; note: a part of the inactive calls stands beside numbers as strong as those of hits
KOR beta-arrestin-2 = KOR antagonists, beta-arrestin recruitment, cell-based, luminescence, uHTS (AID 1778); KOR beta-arrestin recruitment, luminescence, antagonist mode; higher % means a stronger effect; one-dose inhibition, % at 10 µM; IC50 in µM for titrated hits; actives 0.091% (n = 290,000); in the data active = inhibition above about 50%; note: strong numbers were not always called active
West Nile antiviral = West Nile virus antiviral activity, cell-based, CPE readout (AID 1621); actives 0.02% (n = 290,000); CPE inhibition, % at 10 µM, or IC50 in µM where a hit was titrated; West Nile virus-infected cells, CPE inhibition; higher % means a stronger effect; in the data active = a potency from the dose series; note: strong numbers were not always called active
GPR55 beta-arrestin = GPR55 agonists via beta-arrestin recruitment, primary screen, imaging, U2OS cells, beta-arrestin-GFP redistribution (AID 1961). G-protein coupled receptor 55 (Homo sapiens). U2OS GPR55 beta-arrestin-GFP redistribution imaging; higher % means a stronger effect. one-dose activation, % at 10 µM; EC50 in µM for titrated hits. actives 0.048% (n = 290,000);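 active = activation above 40% with more than 50 cells counted in the well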;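 note: U2OS osteosarcoma cells stably expressing GPR55 and beta-arrestin-GFP; plate controls were DMSO negative control for no effect and LPI positive control for full effect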
GPR55 antagonists = GPR55 antagonists blocking LPI-driven arrestin recruitment, primary screen, imaging, U2OS, beta-arrestin-GFP, LPI agonist (AID 2013) | U2OS GPR55 beta-arrestin-GFP translocation imaging, LPI antagonism; higher % means a stronger effect | inhibition, % at 10 µM; hits with a dose series show IC50 in µM | actives 0.13% (n = 290,000);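 active = spots per cell inhibited over 60%, with over 100 cells counted and total cytoplasm intensity under 500,000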;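 note: U2OS cells stably carrying GPR55 and arrestin-GFP stimulated by 5 µM LPI near EC80; imaged beta-arrestin-GFP aggregate spots per cell after agonist stimulation; plate controls were LPI-stimulated DMSO wells for no effect and DMSO wells without LPI for full effect; some results filed as inactive read as strong as hits; confirmed hits need IC50 under 10 µM and bright autofluorescent wells are also inconclusive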
Dengue-2 NS5 capping = Dengue-2 NS5 methyltransferase inhibitors, primary screen, biochemical, confirmation dose response (AID 588689). Genome polyprotein (Dengue virus type 2 (strain 16681-PDK53)). Dengue-2 NS5 methyltransferase capping enzyme assay, biochemical; higher % means a stronger effect. inhibition, % at 25 µM, or IC50 in µM where a hit was titrated. actives 0.3% (n = 340,000); in the data active = a potency from the dose series
NOD1 NF-kB reporter = NOD1 signaling inhibitors, primary screen, cell-based, luminescence, uHTS (AID 1578); NOD1-driven NF-kB luciferase reporter cells, luminescence; higher % means a stronger effect; inhibition, % at 4 µM, or EC50 in µM where a hit was titrated; actives 1% (n = 290,000); in the data active = inhibition mostly above about 36%, no sharp cut-off; inactive = mostly below about 34%;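 note: HEK-293T reporter cells stimulated with the NOD1 agonist gamma-tri-DAP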
HIV fusion peptide = inhibitors of HIV fusion peptide binding, primary screen, biochemical, uHTS, fluorescence dequenching (AID 1986); cell-free peptide binding, fluorescence dequenching, 30 min; higher % means a stronger effect; one-dose inhibition, % at 20 µM; IC50 in µM for titrated hits; actives 0.3% (n = 290,000); in the data active = inhibition mostly above about 52%, no sharp cut-off; inactive = mostly below about 76%; note: some results filed as inactive read as strong as hits
Dengue-2 NS5 capping pilot replicate = further read-out of Dengue-2 NS5 capping, marked with its call; inhibition, %; measured here: pilot screen replicate inhibition
The depositor's hits bear a star; . = not tested or not shown; & = joins results of further samples; [ ] = dose if it differs, or a comment. This is a subset. The share of hits here may be higher or lower than overall.

SMILES | GPR35 arrestin U2OS | KOR beta-arrestin-1 | KOR beta-arrestin-2 | West Nile antiviral | GPR55 beta-arrestin | GPR55 antagonists | Dengue-2 NS5 capping | NOD1 NF-kB reporter | HIV fusion peptide | others
N#C/C=C(/c1ccc(F)cc1)N1CCOCC1 | 5% | -5.6% | -2% | 0.4% | -0.4% | 9% | -2% | -33% | 0.5%
CC(=O)NC(Cc1cnc[nH]1)C(=O)O (centres undefined) | -9% | 2.6% | -12% | 0.2% | -0.2% | -5% | -3% | -1% | 0.6%
Cc1ccc(C(=O)Nc2c(C)cc(C)c3cccnc23)cc1 | 7% | -4.2% | 5% | -0.7% | 0.9% | 20% | -2% | -29% | 1.1%
Cc1c(C(=O)c2ccccc2C(=O)O)sc2ccccc12 | 5% | -1.1% | -23% | -0.8% | 0.2% | 6% | -5% | -8% | 3.7%
C=CCN(CC=C)c1cnn(-c2nc3ccccc3[nH]2)c(=O)c1Cl | 4% | 2.3% | -3% | 0.9% | -0.1% | 29% | -6% | 12% | -4.3%
CCc1c(C(=O)Nc2ccncc2)csc1C | 10% | -0.3% | 1% | -1.5% | -0.1% | 2% | -9% | 12% | 0.3%
C=CCn1c(SCc2csc(C)n2)nc2sc3c(c2c1=O)CCCCC3 | -7% | -4.2% | 18% | -1.4% | -0.1% | -3% | -2% | 54% | 0.8% | Dengue-2 NS5 capping pilot replicate=-3.9
COC(=O)c1ccc(NC(=O)CCN2CCCCC2)cc1 | 31%&-3% | -7.3%&-3.4% | -13%&-7% | 0.6%&0.0% | 1.8%&-0.2% | 6%&18% | -8%&-12% | 12%&-15% | -4.2%&1.7%
O=C(c1ccco1)N1CCN(c2ncnc3sc4c(c23)CCC4)CC1 | -15% | 4.4% | -19% | -0.3% | 0.3% | -10% | -6% | 22% | -1.4%
COc1ccc(NC2c3ccccc3C(=O)N2c2ccccn2)cc1 (centres undefined) | -3% | 2.1% | 28% | 0.1% | -0.1% | 8% | 3% | 8% | -2.9%
CCOc1ccc(S(=O)(=O)Nc2ccccc2C(=O)N2CCCC2)cc1 | 17% | -5.1% | 15%[20 µM] | -0.2% | -0.1% | -2% | -3% | -13% | -1.1%
Cc1ccc(C(=O)N2CCN3C(=O)c4ccccc4C23c2ccccc2)cc1 (centres undefined) | -4% | -1.7% | -11% | -1.2% | 0.4% | 30% | 7% | -31% | -0.6%
N#CCSC1=Nc2ccccc2C2=NC(CCC(=O)N3CCN(c4ccccc4)CC3)C(=O)N12 (centres undefined) | -8% | 3.7% | -25% | -0.6% | -0.1% | 25% | 2% | 0% | -1.0%
O=C(Cc1cccs1)N1CCN(c2cccc(Cl)c2)CC1 | 1% | . | -20%[20 µM] | -1.0% | 0.0% | 11% | . | -35% | 0.4%
O=C(NCCCn1ccnc1)C(=O)NCC1OCCN1S(=O)(=O)c1ccc(Cl)cc1 (centres undefined) | 0% | -1.9% | 14% | 0.1% | 0.2% | 8% | -3% | -11% | 0.0%
CN=c1c([N+](=O)[O-])nn(-c2ccc3c(c2)OCCO3)n1O | -20% | -3.3% | -3% | 0.3% | -0.1% | -1% | -7% | -42% | -1.5%
Cc1ccc(N/N=C(\C#N)C(=O)c2ccsc2)cc1 | -1% | 0.0% | -15% | 1.2% | -0.2% | 2% | -2% | -5% | 8.0%
COc1ccc(/C=N/N2C(=O)C3C4C=CC(CC4)C3C2=O)c(OC)c1 (centres undefined) | 4% | -3.8% | -6% | -0.3% | 0.5% | -20% | -5% | -38% | 0.1%
O=C(Nc1ccccc1CC[N+](=O)[O-])N1CCN(c2ccccc2)CC1 | 0% | -4.4% | 23% | 0.0% | 0.5% | 8% | -2% | 6% | -1.9%
COC(=O)CN(C#N)c1nc(N(C)C)nc(N(C)C)n1 | -10% | -3.0% | 10% | -0.3% | -0.3% | 18% | -5% | 14% | 3.1%
CCC(C)[C@@H](C(=O)Nc1ccc2c(c1)OCO2)N1Cc2ccccc2C1=O (some centres undefined) | 20% | 1.8% | -20% | -0.8% | -0.1% | 2% | -3% | -10% | -2.1%
COc1ccccc1/C=N/NC(=O)c1ccccc1Cl | -21% | -8.7% | -9% | 0.0% | -0.2% | 9% | -1% | -32% | 0.0%
CCOC(=O)c1ccc(NC(=O)CN2CCc3ccccc3C2)cc1 | 6% | -1.8% | -24% | 0.2% | -0.2% | 8% | -11% | -2% | -3.6%
Cc1cccc(NC(=O)NNC(=O)c2ccc3ccccc3c2)c1 | -3% | 0.9% | 8% | -0.6% | -0.1% | 8% | -1% | -17% | 1.1%
O=C(COC(=O)c1ccco1)NCCNC(=O)COC(=O)c1ccco1 | -4% | 5.2% | -22% | -0.3% | -0.1% | 0% | -7% | -29% | 0.0%

Ordered by molecular weight (low to high): 7 of the compounds above.
SMILES | GPR35 arrestin U2OS | KOR beta-arrestin-1 | KOR beta-arrestin-2 | West Nile antiviral | GPR55 beta-arrestin | GPR55 antagonists | Dengue-2 NS5 capping | NOD1 NF-kB reporter | HIV fusion peptide | others
N#C/C=C(/c1ccc(F)cc1)N1CCOCC1 | 5% | -5.6% | -2% | 0.4% | -0.4% | 9% | -2% | -33% | 0.5%
CN=c1c([N+](=O)[O-])nn(-c2ccc3c(c2)OCCO3)n1O | -20% | -3.3% | -3% | 0.3% | -0.1% | -1% | -7% | -42% | -1.5%
O=C(Cc1cccs1)N1CCN(c2cccc(Cl)c2)CC1 | 1% | . | -20%[20 µM] | -1.0% | 0.0% | 11% | . | -35% | 0.4%
COc1ccc(NC2c3ccccc3C(=O)N2c2ccccn2)cc1 (centres undefined) | -3% | 2.1% | 28% | 0.1% | -0.1% | 8% | 3% | 8% | -2.9%
O=C(Nc1ccccc1CC[N+](=O)[O-])N1CCN(c2ccccc2)CC1 | 0% | -4.4% | 23% | 0.0% | 0.5% | 8% | -2% | 6% | -1.9%
O=C(COC(=O)c1ccco1)NCCNC(=O)COC(=O)c1ccco1 | -4% | 5.2% | -22% | -0.3% | -0.1% | 0% | -7% | -29% | 0.0%
CCOc1ccc(S(=O)(=O)Nc2ccccc2C(=O)N2CCCC2)cc1 | 17% | -5.1% | 15%[20 µM] | -0.2% | -0.1% | -2% | -3% | -13% | -1.1%

Next records:
SMILES | GPR35 arrestin U2OS | KOR beta-arrestin-1 | KOR beta-arrestin-2 | West Nile antiviral | GPR55 beta-arrestin | GPR55 antagonists | Dengue-2 NS5 capping | NOD1 NF-kB reporter | HIV fusion peptide | others
CN(C(=O)COC(=O)/C=C/c1cn(-c2ccccc2)nc1-c1ccc2c(c1)OCCO2)C1CCS(=O)(=O)C1 (centres undefined) | -8% | -6.8% | 18% | 1.0% | -0.1% | 22% | 5% | 12% | 0.6%
O=C(C(=S)N1CCOCC1)c1c[nH]c2ccccc12 | -6% | -4.4% | -32%[20 µM] | 0.9% | -0.1% | -6% | -6% | -32% | -1.6%
CN(NC(=O)C(C)(C)C)c1nc(-c2ccccc2)nnc1C(F)(F)F | 0% | -0.9% | 0% | 0.1% | -0.1% | -12% | -1% | 6% | 48%
CCOc1cc(N2CCOCC2)c(OCC)cc1NC(=O)COC(=O)CCc1c[nH]c2ccccc12 | 4% | 0.2% | -3% | 0.5% | -0.5% | 21% | 6% | -33% | -0.3%
Fc1ccccc1N1CCN(c2nc3ccccc3n3nnnc23)CC1 | -20% | 0.4% | -59% | -0.4% | -0.2% | 2% | 10% | 15% | 8.4%
O=c1cc(CN2CCN(c3ccccc3F)CC2)c2cc(O)c(-c3ccccc3)cc2o1 | 6% | 0.7% | -42% | -0.9% | 0.1% | 8% | 6% | -36% | 9.1%
Cc1ccc(C(C)(C)C)cc1S(=O)(=O)N1CC(=O)Nc2ccccc21 | -2% | -4.4% | 0% | -1.1% | -0.1% | -9% | -9% | 9% | -0.9%
COc1ccc(Br)cc1CNC(C)c1ccccc1 (centres undefined) | -8% | -1.5% | -6% | -0.9% | 0.8% | 3% | -1% | -32% | 0.8%
O=C(CO)N/N=C/c1c2ccccc2cc2ccccc12 | -5% | -1.3% | -94%[20 µM] | 0.1% | 0.2% | 10% | -8% | -16% | -0.5%
O=C(CN1C(=O)NC(Cc2c[nH]c3ccccc23)C1=O)Nc1cccc(S(=O)(=O)N2CCOCC2)c1 (centres undefined) | 6% | 2.2% | -6% | 0.1% | -0.2% | -4% | -2% | -16% | -0.8%
Cn1c(=O)c2c(nc(Sc3ncnn3CC(=O)N3CCOCC3)n2C)n(C)c1=O | -12% | 1.0% | -7% | 0.6% | 0.3% | 20% | 1% | -7% | 1.1%
NC(=O)c1ccc(NC(=O)COC(=O)c2ccc([N+](=O)[O-])cc2)cc1 | 8% | 3.4% | -18% | -0.1% | -0.3% | -9% | -10% | 7% | -1.3%
Cc1cccc(C)c1NC(=O)N1CCC(N2CCCCC2)CC1 | -5% | 5.7% | -13% | 0.1% | -0.1% | 7% | 4% | 11% | -1.7%
CC1=C(C(=O)Nc2ccccc2)C(c2cccs2)NC(=O)N1 (centres undefined) | 3% | . | -26%[20 µM] | 0.4% | -0.1% | 12% | -5% | -20% | 1.1%
Fc1ccc(Nc2ccnc(Nc3ccc(F)cc3)n2)cc1 | 8% | 2.3% | -8% | -1.7% | -0.2% | -5% | 2% | 13% | -1.4%
CCOc1ccccc1N(CC(=O)NCCc1ccccc1)C(=O)CCC(=O)Nc1ccccn1 | -17% | -1.9% | -2% | -0.6% | -0.1% | -9% | -12% | -7% | 0.0%
Cc1ccc2nc(Cl)nc(-c3ccccc3)c2c1 | -7% | -5.6% | 25%[20 µM] | 0.1% | -0.2% | 7% | -5% | 39% | 0.3%
Cc1c(CNCCc2ccc(Cl)cc2)c(C(=O)O)c(C)n1-c1ccccc1 | -1% | -0.2% | 33% | -0.1% | -0.1% | 4% | -7% | -6% | 0.7%
Cc1ccc(S(=O)(=O)n2c(C)nc3cc(C)ccc32)cc1 | 3% | -0.6% | -21%[20 µM] | -0.3% | -0.3% | -16% | -12% | -21% | 0.2%
CCOC(=O)c1ccc(Nc2nc(C)cc(C)n2)cc1 | 12% | -1.4% | -7% | -0.2% | 0.0% | 5% | -3% | -6% | -0.3%
O=C(CSc1n[nH]c(-c2cc(Cl)ccc2Cl)n1)NCCN1C(=O)CSC1=O | 10% | -6.3% | 11% | -0.1% | 0.2% | 2% | -5% | -20% | 3.7%
COc1cc([N+](=O)[O-])ccc1NC(=O)CN1CCCC1 | 7% | -6.1% | -40%[20 µM] | 0.1% | -0.1% | -6% | -1% | -21% | -1.4%
COc1ccc(-c2nc3cc(NC(=S)NC(=O)Cc4ccccc4)ccc3o2)cc1 | -13% | 24% | 19% | -1.1% | -0.2% | 10% | -4% | -39% | 0.7%
